Screens deposited in PubChem by several laboratories.
HCV NS3 hel inh – inhibitors of HCV NS3 helicase, primary screen, biochemical, Cy5 molecular beacon fluorescence | Hepatitis C virus NS3 helicase | NS3 helicase DNA unwinding | inhibition, % at 10.9 µM | 290,000 compounds, 0.56% hits | AID 1800, 2009;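 active means inhibition above the mean of all tested compounds plus 3 SD, set per campaign, cut at about 35% in these data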;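 further: 0% = DMSO wells and 100% = thioflavine S control wells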
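Assay system – hepatitis C virus NS3 helicase domain fragment enzyme · Buffer or medium – MOPS pH 6.5, MgCl2, DTT, Tween20, BSA · Reagent – Cy5/quencher beacon DNA duplex and ATP to start · Compound – single 10.9 µM dose · Timing – 1 h at 25 °C · Technique – Cy5 beacon fluorescence read at start and 1 h · Measure – % inhibition of unwinding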
p-CIP stab down – p/CIP-EGFP fusion destabilizers, primary screen, fluorescence, F442A cells | Q05BA5 | 16 h | decrease of EGFP signal, % at 10 µM | 290,000 compounds, 0.01% hits | AID 1984, 2009;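 active means EGFP signal decrease of at least 30% at 10 µM or well 3 SD below plate mean, unless failing retest; inactive means the rest, including hits failing retest or dose response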; further: some compounds called inactive have numbers as strong as hits; many of its hits are not listed in these tables
SUMO HTRF inh – inhibitors of in vitro SUMOylation cascade, primary screen, biochemical, HTRF, uHTS; 290,000 compounds, 0.36% hits; AID 2006, 2009; SUMO-conjugating enzyme UBC9 (Homo sapiens), P63279; HTRF SUMOylation assay, SAE1/SAE2 + UBC9; inhibition, % at 35 µM; in the data active means inhibition above about 50%, passing the limit was not always enough; further: strong numbers were not always called active
Target sequence (P63279 whole entry, looked up): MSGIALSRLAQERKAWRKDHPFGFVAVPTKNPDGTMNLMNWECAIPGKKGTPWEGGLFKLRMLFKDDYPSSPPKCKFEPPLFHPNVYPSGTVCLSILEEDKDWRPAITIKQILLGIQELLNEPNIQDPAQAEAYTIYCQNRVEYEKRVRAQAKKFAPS
MEKK3 PB1 HTS – modulators of MEKK3-MEK5 PB1 binding, primary screen, biochemical, wildtype MEKK3, multiplex bead flow cytometry, Alexa488-MEK5. bead-based flow cytometry, Alexa488-MEK5 binding to MEKK3; actives lie on both sides; 0 = blocked by unlabeled MEK5, 100 = vehicle. AID 1529, 2009. 290,000 compounds, 1.4% hits. binding response (% of control), % at 10 µM. Mitogen-activated protein kinase kinase kinase 3 (Homo sapiens), Q99759;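 active means binding response more than 3 SD above or below the average of its plate-row segment, actives on both sides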;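 further: Alexa488 bead fluorescence after subtracting the streptavidin-only scavenger bead signal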
Target sequence (Q99759 whole entry, looked up): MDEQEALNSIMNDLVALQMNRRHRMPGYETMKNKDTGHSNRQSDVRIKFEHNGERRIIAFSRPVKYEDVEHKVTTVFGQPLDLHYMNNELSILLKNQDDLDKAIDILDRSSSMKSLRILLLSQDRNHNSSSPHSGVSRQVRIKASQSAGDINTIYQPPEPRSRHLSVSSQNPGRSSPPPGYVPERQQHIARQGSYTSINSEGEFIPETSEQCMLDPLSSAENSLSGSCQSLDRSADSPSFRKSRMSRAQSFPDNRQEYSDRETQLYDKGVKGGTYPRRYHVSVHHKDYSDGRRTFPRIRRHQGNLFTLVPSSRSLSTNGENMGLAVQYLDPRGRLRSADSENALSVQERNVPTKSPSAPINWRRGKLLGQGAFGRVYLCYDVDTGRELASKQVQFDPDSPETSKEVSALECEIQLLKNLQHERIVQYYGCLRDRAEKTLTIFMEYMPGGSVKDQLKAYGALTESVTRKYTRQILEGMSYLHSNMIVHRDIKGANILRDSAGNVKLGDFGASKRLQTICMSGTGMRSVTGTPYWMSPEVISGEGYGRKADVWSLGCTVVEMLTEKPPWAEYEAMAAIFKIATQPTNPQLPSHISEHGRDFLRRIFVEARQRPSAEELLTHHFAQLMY
FID counter – compounds displacing fluorescent DNA intercalator, primary screen, artefact control for HCV NS3 helicase inhibitor project, biochemical, FID fluorescence | DNA fluorescent intercalator displacement | inhibition, % at 7.9 µM | 290,000 compounds, 0.17% hits; in the data active means inhibition above about 37%;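 further: 0% = vehicle and 100% = reference compound; higher means more ethidium bromide displaced from hairpin DNA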
PHOSPHO1 block – PubChem AID 1565. Phosphoethanolamine/phosphocholine phosphatase (Homo sapiens), Q8TCT1. recombinant PHOSPHO1, absorbance phosphatase assay. inhibition, % at 13.3 µM. 290,000 compounds, 1.1% hits; in the data active means inhibition above about 60%
Target sequence (Q8TCT1 whole entry, looked up): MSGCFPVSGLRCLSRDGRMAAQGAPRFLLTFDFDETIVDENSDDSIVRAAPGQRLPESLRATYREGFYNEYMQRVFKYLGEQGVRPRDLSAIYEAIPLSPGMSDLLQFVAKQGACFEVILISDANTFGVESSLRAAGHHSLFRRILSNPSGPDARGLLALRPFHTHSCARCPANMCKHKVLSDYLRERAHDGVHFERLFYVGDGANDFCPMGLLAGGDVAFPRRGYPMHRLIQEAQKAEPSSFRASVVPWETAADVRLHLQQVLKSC
VIM-2 inh – VIM-2 metallo-beta-lactamase inhibitors, primary screen, biochemical, epi-absorbance readout, Pseudomonas aeruginosa enzyme | inhibition, % at 5.6 µM | 290,000 compounds, 0.89% hits | purified VIM-2, nitrocefin hydrolysis, epi-absorbance fluorescence;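 active means inhibition above the mean of all tested compounds plus 3 SD, cutoff set per screening run, cut at about 7.5% in these data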;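 further: red hydrolysis product quenches plate fluorescence so inhibitors raise well fluorescence; 0% = enzyme with DMSO and 100% = DMSO without enzyme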
IDE cell activ – human IDE activators in live cells, primary screen, fluorescence polarization, HEK cells, FAbeta-B substrate | 340,000 compounds, 0.073% hits | Insulin-degrading enzyme (Homo sapiens), P14735 | activation, % at 5.96 µM | FAbeta-B cleavage; 0% vehicle, 100% cell-free pure enzyme wells | AID 493087, 2011;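 active means activation above the mean of all tested compounds plus 3 SD, set per screening campaign, cut at about 17% in these data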
IMP-1 inhibitor – IMP-1 metallo-beta-lactamase inhibitors, primary screen, biochemical, epi-absorbance readout, Pseudomonas aeruginosa enzyme | 290,000 compounds, 0.45% hits | purified IMP-1, nitrocefin hydrolysis, epi-absorbance fluorescence | inhibition, % at 5.6 µM;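 active means inhibition above the mean plus 3 SD of all compounds in the same screening run, cut at about 4.5% in these data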;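 further: 0% = IMP-1 with DMSO and 100% = DMSO wells lacking enzyme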
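Test system: recombinant IMP-1 enzyme, purified / Medium: HEPES buffer pH 7.1 with ZnSO4 and Brij 35 / Doses: single dose, 5.6 µM / Times: 25 °C, 15 min preincubation, 25 min reaction / Detection: Epi-absorbance via hydrolysed-nitrocefin quenching of white-plate fluorescence, 480/530 nm, EDTA stop / Evaluation: percent inhibition from optical density relative to buffer-blank wells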
Active calls of the source: *; nt = not tested or not shown.

SMILES	HCV NS3 hel inh	p-CIP stab down	SUMO HTRF inh	MEKK3 PB1 HTS	FID counter	PHOSPHO1 block	VIM-2 inh	IDE cell activ	IMP-1 inhibitor
O=C(/C=C/Nc1ccc(F)c(Cl)c1)c1ccco1	11.9	-7.1	14.0	103.0	0.4	-4.6	-2.3	-2.6	-3.4
C=CCOc1ccc(Br)cc1CNCCCN1CCOCC1	-10.3	0.6	6.6	94.0	14.7	10.7	1.2	1.4	-1.6
CC1=C(C(=O)OCc2ccccc2)C(c2ccccc2-c2ccccc2)NC(=O)N1CCCCCC(=O)O (stereo not given)	16.7	1.6	13.4	106.0	-23.2	8.4	-4.1	-3.2	-3.5
CCOc1cc(NC(=S)NCCCOC)c(OCC)cc1NC(=O)c1ccco1	-29.0	-16.5	-9.5	100.0	-21.6	9.1	-3.0	1.3	-4.4
CCOc1ccc(NC(=O)COC(=O)C2(C)CC2(Cl)Cl)c([N+](=O)[O-])c1 (stereo not given)	-3.7	1.6	-17.4	108.0	-6.4	0.1	-3.6	1.2	-2.5
C/C(=N\NC(=S)NCc1ccccc1)c1ccc2ccccc2c1	-8.4	14.7	-34.4	101.0	-15.2	-15.9	-2.0	1.8	-4.5
Nc1c(C(=O)CCC(=O)O)oc2ccc(Cl)cc12	-6.4	-11.2	7.1	102.0	1.6	15.2	-2.8	0.2	-1.5
Cc1ccc(C2C3=C(CC(C)(C)CC3=O)OC3=C2C(=O)CC(C)(C)C3)cc1	25.1	5.5	-5.1	102.0	-3.5	19.2	-4.4	-5.5	-0.5
COC(=O)c1cccc(NC(=O)Cn2cnc3c2c(=O)n(C)c(=O)n3C)c1	nt	-3.4	1.9	100.0	nt	-7.4	nt	2.2	nt
Cc1ccc(C(=O)NCCNC(=O)c2ccccc2)cc1	-2.3	4.5	5.5	101.0	-3.0	-25.9	-0.9	-2.7	-0.6
O=C(CSc1nnc(CNC(=O)C23CC4CC(CC(C4)C2)C3)n1-c1ccccc1)Nc1ccccc1	-3.5	-10.5	-0.3	101.0	-15.6	-6.2	-1.3	2.0	-3.3
COc1ccc(C(N)=O)cc1N	13.7	-4.1	21.5	107.0	-0.8	42.9	-1.6	3.7	-1.9
COc1ccccc1Nc1nc(N)nc(CN2CCC(C)CC2)n1	-4.4	-3.8	20.1	97.0	-2.5	-9.8	-3.0	7.7	-3.4
CCCc1nnc(NC(=O)CCC(=O)N2CCN(Cc3cc(Cl)ccc3OC)CC2)s1	4.6	-7.4	4.7	101.0	-29.5	6.3	-1.4	4.8	-2.0
COc1cc([N+](=O)[O-])cc2sc(NC(=O)C3CC3)nc12	6.8	-13.8	-11.7	98.0	7.8	7.3	-2.8	7.3	-2.7
S=C(Nc1cccnc1)N1CCN(c2ccccc2Cl)CC1	-6.0	-5.6	-9.5	106.0	-14.5	-124.9	-0.5	4.2	-3.2
Cc1cc(N2CCN(C)CC2)nc2ccc(NC(=S)N3CCN(c4ccc(Cl)cc4)CC3)cc12	-64.0	-0.5	1.1	102.0	45.8*	3.3	-0.8	3.0	-1.4
N/C(=N\OC(=O)Cc1ccccc1[N+](=O)[O-])c1cccnc1	-11.8	23.5	9.5	99.0	0.3	30.5	0.3	2.0	-0.1
CC1CN(C(=O)N2CCCCC2)CCN1C(=O)N1CCCCC1 (stereo not given)	-17.5	2.3	-4.9	101.0	-14.5	43.6	0.4	nt	-5.1
CC(C)(C)N/N=C/c1cc(Cl)cc([N+](=O)[O-])c1O	34.7	5.0	3.4	99.0	1.9	4.6	-1.9	-5.0	-1.2
Cc1cccc(NNC(=O)C2CCC2)c1	1.6	-4.7	10.2	87.0	-1.8	-3.6	-4.0	1.2	-1.8
Cc1nn(CC(=O)Nc2ccccn2)c(C)c1[N+](=O)[O-]	-0.6	4.6	-7.8	101.0	0.4	26.1	-2.8	5.0	-0.1
CCOC(=O)Cn1nc(C)n(-c2ccc(Br)cc2)c1=O	1.4	17.8	-3.7	95.0	0.5	26.0	-0.2	4.2	-2.3
COc1ccccc1N1CCN(C(=O)/C=C/c2ccccc2)CC1	-3.9	-4.4	2.0	116.0	-33.3	-5.6	-4.3	1.1	-1.9
CCN(CC)c1nc2n(c(=O)n1)CCN2CC	-9.2	-1.0	11.4	94.0	1.9	5.8	0.4	2.8	-1.2
Cc1ccc(C(=O)Nc2ccc(S(=O)(=O)N3CCc4ccccc4C3)cc2)o1	-4.7	-0.8	5.9	106.0	-12.0	10.0	-3.0	-1.4	-4.7
Cn1c(CN2CCOCC2)nnc1SCc1ccccc1	6.2	-9.2	0.0	92.0	-5.5	58.0	-2.7	-15.3	-2.8
CC(C)OCCCNC(=O)NC(=O)c1ccc(Cl)cc1	-1.9	-1.9	14.7	104.0	-12.2	38.5	-4.0	2.4	-3.1
Cc1ccc(CCNC(=O)C23CN(Cc4ccccc4)CC2C(c2cccc([N+](=O)[O-])c2)=NO3)cc1 (stereo not given)	-10.7	16.1	-9.8	nt	-19.4	10.7	-1.2	2.0	-2.6
COc1ccc(C2/C(=C(/O)c3ccc4c(c3)CC(C)O4)C(=O)C(=O)N2Cc2ccncc2)cc1 (stereo not given)	24.4	8.2	-1.1	100.0	-41.7	39.9	4.2	-1.6	-1.2
N#CCSc1nc2[nH]ncc2c(=O)n1-c1ccccc1Br	2.0	2.3	-7.6	109.0	-1.6	1.7	-3.4	0.0	-3.7
O=C(C(=O)N1CCN(c2ccc(F)cc2)CC1)c1cn(CC(=O)N2CCOCC2)c2ccccc12	-4.6	3.0	8.3	99.0	-55.9	38.2	-6.0	3.7	-1.8
CC(C)(C)c1ccc(S(=O)(=O)/N=C2\C=C(NS(=O)(=O)c3ccccc3)C(=O)c3ccccc32)cc1	43.4*	-14.6	33.4	102.0	25.2	26.9	-5.0	9.8	-4.8
CCOc1ccc2nc(NC(=O)c3ccoc3C)sc2c1	-16.4	2.5	-9.0	100.0	-10.2	4.7	-1.2	3.5	-0.8
Cc1ccc(CNCC(=O)Nc2ccc(N3CCOCC3)cc2)cc1	-4.5	7.1	-7.0	88.0	6.6	44.1	-0.3	0.3	0.6
O=C(CSCc1nc2ccccc2[nH]1)Nc1ccc2ccccc2c1	-6.0	12.0	-7.9	99.0	1.4	13.6	-1.1	-0.2	0.4
O=C(Nc1ncn[nH]1)c1ccc(Cl)cc1Cl	-12.6	0.7	3.8	111.0	2.7	47.6	1.0	4.1	-1.9
CCOC(=O)C1CCN(S(=O)(=O)c2ccc(OC)c(OC)c2)CC1	-1.2	-2.4	9.3	86.0	-4.9	25.7	-3.1	5.5	-1.0
COc1ccc(C2=NS(=O)(=O)N(C)C(C(=O)Nc3ccc(OC)c(OC)c3)=C2)cc1	-10.1	-4.5	-13.5	97.0	-19.5	17.6	2.2	-0.2	-0.9
O=C(OCC(=O)N1CCN(C(=O)c2ccco2)CC1)c1cn(-c2ccccc2)nc1-c1ccccc1	-14.5	7.2	-0.1	100.0	-38.9	11.2	-3.3	-0.8	-2.5
CN(C)C(CNc1ccc([N+](=O)[O-])cc1C#N)c1ccccc1 (stereo not given)	-3.3	-12.1	-5.3	75.0	9.3	-18.3	-1.4	0.0	-0.7
N=c1c(C(=O)NCc2ccc3c(c2)OCO3)cc2c(=O)n3ccccc3nc2n1Cc1cccnc1	2.1	-2.3	27.1	54.0	7.3	-4.6	7.2	-1.8	-2.6
CC1=CC=CC2=NC(=O)CC(C)(C(=O)O)N12 (stereo not given)	-12.0	7.3	14.6	103.0	3.6	24.0	-0.3	2.7	0.1
CCCn1cnc2c(oc3ccccc32)c1=O	0.1	-7.9	10.8	106.0	-4.0	30.8	-1.1	-0.6	-2.9
O=C(/C=C/c1ccccc1Cl)c1ccc[nH]1	-8.4	-2.9	-5.3	95.0	-11.8	8.6	-3.6	0.1	-0.9
CCc1cccc(CC)c1NC(=S)NCc1ccc2[nH]c(C)cc2c1	-19.6	-8.9	-15.9	106.0	-15.0	-33.3	-4.6	0.1	-4.4
COc1ccc(C(=O)NCCSc2ccccc2)cc1	1.7	-6.8	-1.9	114.0	-12.8	1.9	-2.9	-2.1	-3.6
Cc1ccc(NC(=O)CCc2nc3ccccc3s2)c(O)c1	-7.0	-1.8	1.8	81.0	-9.7	28.3	1.3	2.5	-3.0
O=C(c1n[nH]c(=O)c2ccccc12)N1CCN(C2c3ccccc3-c3ccccc32)CC1	-4.9	-0.6	10.8	103.0	-11.0	21.6	-1.1	-2.6	-1.8
CCCCC(=O)N/N=C(\C)c1cccc(NC(=O)C2CC2)c1	1.1	14.2	-7.9	92.0	1.1	-7.4	-3.9	-0.7	-2.4
COc1cccc(/C=N/Nc2nc(C)cc(=O)[nH]2)c1OC	3.5	11.6	11.0	100.0	-7.9	14.0	-1.3	-2.1	-2.2
COc1ccc(C2C(=O)N(C3CCCCC3)CC(=O)N2C2CCCC2)cc1 (stereo not given)	-0.4	-12.1	-4.0	104.0	-21.0	33.1	-3.9	-0.8	-3.9
Cc1ccc2c(c1)N(CC(=O)NCCC1=CCCCC1)C(=O)c1cccnc1O2	-8.2	3.4	0.4	95.0	-42.5	17.6	-1.3	2.3	0.6
C(=N\N1CCN(c2ccccn2)CC1)/c1cccc2ccccc12	-2.9	-1.9	-9.0	96.0	-9.6	24.6	-2.1	-4.9	-2.0
Cc1cc(C)nc(Nc2nc3ccccc3o2)n1	1.5	3.0	10.4	106.0	-5.5	28.1	-3.4	1.8	-2.9
CC(=O)Nc1ccc(NC(=O)c2cc(-c3ccc(C)c(C)c3O)n[nH]2)cc1	20.1	-13.1	29.7	98.0	-15.8	nt	-0.7	-4.0	0.0
O=S(=O)(N1CCCCC1)N1CCN(S(=O)(=O)N2CCCCC2)CC1	1.6	-11.2	12.1	94.0	3.4	-12.2	-1.7	2.6	-3.3

Profiles from above.
CCCCC(=O)N/N=C(\C)c1cccc(NC(=O)C2CC2)c1 as listed: HCV NS3 hel inh: 1.1; p-CIP stab down: 14.2; SUMO HTRF inh: -7.9; MEKK3 PB1 HTS: 92.0; FID counter: 1.1; PHOSPHO1 block: -7.4; VIM-2 inh: -3.9; IDE cell activ: -0.7; IMP-1 inhibitor: -2.4
COc1ccc(C(=O)NCCSc2ccccc2)cc1 as listed: HCV NS3 hel inh: 1.7; p-CIP stab down: -6.8; SUMO HTRF inh: -1.9; MEKK3 PB1 HTS: 114.0; FID counter: -12.8; PHOSPHO1 block: 1.9; VIM-2 inh: -2.9; IDE cell activ: -2.1; IMP-1 inhibitor: -3.6

These rows are one share of the data, so the mix of outcomes need not match the whole.
